From PubChem
H1N1 NS1A inhibition: H1N1 influenza NS1A inhibitors, functional cell based assay (AID 504329). 340,000 tested, 0.3% active. NS1A functional cell-based assay, percent inhibition; higher % means a stronger effect. inhibition, % at 12.5 µM; hits with a dose series show IC50 in µM; in the data active = a potency from the dose series; inconclusive = inhibition above about 27% without an active follow-up result; also: strong numbers were not always called active
VEEV TC-83 Vero: inhibitors of VEEV TC-83 cytopathic effect, confirmation, Vero cells (AID 588727) | inhibition, % at 20 µM; hits with a dose series show IC50 in µM | 350,000 tested, 0.13% active | Vero cells, VEEV TC-83 cytopathic effect inhibition; higher % means a stronger effect; in the data active = a potency from the dose series; inconclusive = inhibition mostly from about 14% at the one dose, without a potency; inactive = the rest, 99 in 100 with inhibition below about 12%; also: strong numbers were not always called active
M. tuberculosis: growth inhibition of non-replicating M. tuberculosis (AID 488890); Mycobacterium tuberculosis non-replicating, growth inhibition; higher % means a stronger effect; inhibition, % at 25 µM; hits with a dose series show IC50 in µM; 320,000 tested, 0.39% active; in the data active = a potency from the dose series; inconclusive = inhibition mostly from about 82% at the one dose, without a potency; inactive = the rest, 99 in 100 with inhibition below about 76%;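 also: plate controls were DMSO cells for no effect and high antibiotic wells for full effect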
PhoP GFP inhibition: PhoP regulon inhibitors, Salmonella typhi PhoP promoter GFP reporter, confirmatory (AID 1850); Salmonella Typhi PhoP-promoter GFP reporter, fluorescence, 4 h; higher % means a stronger effect; inhibition, % at 50 µM, or IC50 in µM where a hit was titrated; 310,000 tested, 0.33% active; in the data active = a potency from the dose series; inconclusive = inhibition mostly from about 25% at the one dose, without a potency; inactive = the rest, 99 in 100 with inhibition below about 19%;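 also: 0% = induced wells with vehicle and 100% = uninduced wells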
H37Rv inhibition: M. tuberculosis growth inhibition, HTS (AID 449762). M. tuberculosis H37Rv growth inhibition, 7H9 media; higher % means a stronger effect. inhibition, % at 25 µM; hits with a dose series show IC50 in µM. 330,000 tested, 0.59% active; in the data active = a potency from the dose series; inconclusive = inhibition above about 70% without an active follow-up result;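 also: bacterial growth assessed after seven days of incubation; strong numbers were not always called active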
VEEV TC-83 Vero 10K pilot screen: also measured in VEEV TC-83 Vero; calls as there; inhibition, %; measured here: 10K pilot screen inhibition
Active calls of the source: *; i = inactive; ? = inconclusive; . = not tested or not shown. No enrichment for hits; overall some 1.4% were active at least once.

SMILES | H1N1 NS1A inhibition | VEEV TC-83 Vero | M. tuberculosis | PhoP GFP inhibition | H37Rv inhibition | others
Clc1ccc(-c2nc3ccc(Cl)cn3c2CN2CCCCC2)cc1 | -1% | 6.2% | 32% | 9% | ?
COc1ccc(OCCSc2nnc(-c3ccc(OC)cc3)n2N)cc1 | -3% | 1.1% | 26% | 2% | -6%
CC(C)(C)OC(=O)N1CCC[C@H]1c1nnc(SCc2ccccc2F)o1 | -8% | 5.7% | 21% | -1% | 1% | VEEV TC-83 Vero 10K pilot screen=0.2
Cc1c(N2C(=O)/C(=C3/C(=O)N(C)c4ccccc43)SC2=S)c(=O)n(-c2ccccc2)n1C | 1% | 3.3% | 2% | -1% | 3%
CCc1nnc(NC(=O)CSc2nc(C)cc(C)c2C#N)s1 | 5% | 1.7% | -15% | -6% | -6%
Cc1ccc(S(=O)(=O)NCCC(=O)Nc2cc(S(=O)(=O)N(C)C)ccc2C)cc1C | -7% | 1.8% | 7% | 5% | 10%
Cc1cccc(S(=O)(=O)Nc2cccc3c2C(=O)c2ccccc2-3)c1 | 2% | 2.0% | 10% | -12% | 10%
Cc1cc(=O)[nH]c(Nc2ccc(N(C)C)cc2)n1 | 1% | i | 1% | -5% | 1%
COC(=O)Cc1ccc(NC(=S)NCc2ccc(OC)cc2)cc1 | 2% | 0.8% | ? | 1% | 1%
COc1cc(CN2CCCC(C(=O)c3ccccc3SC)C2)cc(OC)c1 (configuration not stated) | 11% | 0.7% | 33% | -3% | ?
NCCOc1ccccc1OCCN | -2% | i | -5% | -10% | 5%
Cc1ccc(/C=N/NC(=O)Cn2nc(C)c([N+](=O)[O-])c2C)o1 | -2% | 0.6% | -4% | -3% | 2%
O=C(CSc1ccccn1)c1ccc(F)cc1 | -5% | 1.0% | ? | 6% | 37%
CCOC(=O)c1ccc2c(c1)NCc1cccc(OC)c1O2 | -4% | 1.6% | 8% | 4% | 8%
COC(=O)CSc1nc2ccc(C)cc2cc1C#N | -5% | 0.0% | 45% | -14% | 3%
Cc1ccc2c(c1)N(S(=O)(=O)c1ccc(CN3C(=O)c4cccnc4C3=O)cc1)CCO2 | -8% | 1.4% | 15% | 5% | 8%
Cn1cccc1C(=O)C(=O)Nc1ccc(Cl)cc1 | 10% | 8.0% | 7% | -3% | -5%
Cc1cc(C(=O)OC(C)C(=O)NC2CCCCC2C)c(C)o1 (configuration not stated) | 0% | 0.1% | -7% | 2% | -1%
O=C(Cn1cnc2c(nnn2-c2ccccc2)c1=O)NCc1ccc(F)cc1 | 20% | 0.2% | -2% | 0% | -10% | VEEV TC-83 Vero 10K pilot screen=0.9
COc1cc(C(=O)Nc2ccc3c(c2)CCN3C(C)=O)cc(OC)c1OC | -2% | 11% | -11% | 7% | -8%
CCc1nc(SCC(=O)NCCc2ccccc2)c2oc3ccccc3c2n1 | -4% | i | 2% | 8% | 14%
O=C(Cc1cccs1)Nc1nc(-c2cccnc2)cs1 | 3% | 2.8% | 10% | -4% | -4%
CC(C)(C)NCc1ccccc1OCc1cccs1 | -1% | i | 6% | 2% | -2%
CCc1cc(=O)oc2cc(C)cc(OCC(=O)NCCCn3ccnc3)c12 | 3% | 0.2% | 5% | 7% | 3%
COC(=O)C1=C(C(=O)OC)[C@@H]2N(Cc3ccccc3)c3ccccc3[C@@]23C[C@@H](C(=O)OC)N(C(=O)c2ccc(Br)cc2)C3=N1 | -18% | 8.8% | 9% | 1% | 4%

Among those listed so far, 2 contain a cyano group:
SMILES | H1N1 NS1A inhibition | VEEV TC-83 Vero | M. tuberculosis | PhoP GFP inhibition | H37Rv inhibition | others
CCc1nnc(NC(=O)CSc2nc(C)cc(C)c2C#N)s1 | 5% | 1.7% | -15% | -6% | -6%
COC(=O)CSc1nc2ccc(C)cc2cc1C#N | -5% | 0.0% | 45% | -14% | 3%

Back to the main list with the 4 entries that preceded the break.
SMILES | H1N1 NS1A inhibition | VEEV TC-83 Vero | M. tuberculosis | PhoP GFP inhibition | H37Rv inhibition | others
O=C(Cc1cccs1)Nc1nc(-c2cccnc2)cs1 | 3% | 2.8% | 10% | -4% | -4%
CC(C)(C)NCc1ccccc1OCc1cccs1 | -1% | i | 6% | 2% | -2%
CCc1cc(=O)oc2cc(C)cc(OCC(=O)NCCCn3ccnc3)c12 | 3% | 0.2% | 5% | 7% | 3%
COC(=O)C1=C(C(=O)OC)[C@@H]2N(Cc3ccccc3)c3ccccc3[C@@]23C[C@@H](C(=O)OC)N(C(=O)c2ccc(Br)cc2)C3=N1 | -18% | 8.8% | 9% | 1% | 4%
Cc1cc(NC(=O)CSc2nnnn2-c2cc(Cl)ccc2C)no1 | -2% | 1.7% | -2% | 0% | 5%
O=C(OCC(=O)N1CCCC1=O)C1CCN(S(=O)(=O)c2ccc(Cl)c(C(F)(F)F)c2)CC1 | 2% | 0.4% | 11% | . | 7%
Cn1ccc(NC(=O)Nc2cccc(C(F)(F)F)c2)n1 | 0% | 1.0% | 14% | 12% | 10%
O=C(c1cc2nc(-c3ccccc3)cc(-c3ccccc3)n2n1)N1CCCC1 | -16% | 11% | -16% | 7% | 37%
O=C(COC(=O)c1ccc(S(=O)(=O)N2CCCCC2)cc1)NCc1ccccc1 | -1% | 0.4% | 13% | . | 2%
CC(C)=CCC/C(C)=C/CNC(=O)C[C@H]1C[C@H](C(=O)N2CCCCC2)[C@@]2(C)c3[nH]c4ccc(Cl)cc4c3CCN2C1=O | 20% | 0.1% | . | . | .
COC(=O)c1sc(NC(=O)c2ccc(C)o2)nc1C | -10% | 6.7% | 59% | -2% | 2%
CC(=O)Nc1c(O)nc(SCC(=O)Nc2c(C)cccc2C)[nH]c1=O | -1% | i | -15% | -4% | -6%
O=C1NC(=O)N(c2cccc(Cl)c2)C(=O)/C1=C\c1ccc(Sc2nc3ccccc3[nH]2)o1 | 12% | 2.0% | 66% | -6% | 7%
CC(C)CN(C(=O)Cn1ccccc1=O)C1CCS(=O)(=O)C1 (configuration not stated) | -9% | 0.9% | -5% | . | -9%
CCOc1cc2[nH]c(=S)n(CCCCC(=O)NCc3ccco3)c(=O)c2cc1OCC | -16% | 7.0% | -7% | 0% | 3%
CC(C)CN(C(=O)c1cccs1)C1CCS(=O)(=O)C1 (configuration not stated) | -7% | 0.6% | . | . | .
CCCN1CCc2c(sc3nc(SC)n(-c4ccccc4)c(=O)c23)C1 | 0% | 1.8% | 64% | 6% | 44%
CCCOC1(NC(=O)c2ccccc2)C(C)=CC(=O)C=C1C | -3% | i | -9% | 1% | -4%
COc1cc(NS(=O)(=O)c2ccc(-c3ccc(=O)[nH]n3)o2)cc(OC)c1OC | -4% | i | 1% | -7% | -12%
CNC(=O)c1cn(-c2ccccc2)c(=O)c2ccccc12 | -5% | 1.1% | 3% | -2% | -2%
COc1ccc(Cn2nnnc2CN2CCC(O)(c3ccccc3F)CC2)cc1 | -7% | 0.4% | -7% | -21% | 7%
O=C(NCC(c1ccc(F)cc1)N1CCOCC1)c1ccc(C(=O)c2ccccc2)cc1 (configuration not stated) | -13% | 0.1% | 8% | 2% | 0%
CCOc1ccc2nc(N3CCC(C(=O)NCCCN4CCOCC4)CC3)sc2c1 | -9% | 2.1% | 17% | 4% | 0%
O=C(COc1ccccc1[N+](=O)[O-])Nc1cccc(Cl)c1N1CCOCC1 | -9% | 4.8% | 17% | -9% | 3%
O=C(COc1cc2oc(=O)c3c(c2cc1Cl)CCCC3)NCC1CCC(C(=O)O)CC1 (configuration not stated) | -1% | 0.5% | 14% | -1% | -8%
COc1ccccc1CC1C(=O)C2CCN1CC2 (configuration not stated) | -1% | 1.1% | -23% | -5% | -12%
C/C(Nc1ccc(Cl)cc1)=C1/CCOC1=O | -1% | 0.2% | . | . | .
COc1ccc(/C=N/NC(=O)CN(C)C(=O)OCc2ccccc2)cc1OC | 1% | 1.3% | -21% | 5% | -1%
O=C1CCCC(=O)C1C(c1ccc(Cl)cc1)C1C(=O)CCCC1=O | -7% | 2.3% | 6% | . | -5%

Two entries drawn at random from those above:
SMILES | H1N1 NS1A inhibition | VEEV TC-83 Vero | M. tuberculosis | PhoP GFP inhibition | H37Rv inhibition | others
CCCOC1(NC(=O)c2ccccc2)C(C)=CC(=O)C=C1C | -3% | i | -9% | 1% | -4%
COC(=O)c1sc(NC(=O)c2ccc(C)o2)nc1C | -10% | 6.7% | 59% | -2% | 2%

Continuation:
SMILES | H1N1 NS1A inhibition | VEEV TC-83 Vero | M. tuberculosis | PhoP GFP inhibition | H37Rv inhibition | others
Cc1ccc(NS(=O)(=O)c2ccc(Cl)c(C(=O)Nc3ccccc3-c3nc4ccccc4[nH]3)c2)cc1C | 8% | 6.6% | 19% | 2% | 4%
O=c1c2c3c(sc2nc2n1CCCCC2)C(O)CCC3 (configuration not stated) | 1% | i | -10% | 5% | -8%
Cc1cc(NC(=O)C2=C(O)c3ccccc3S(=O)(=O)N2C)no1 | -3% | i | 0% | -6% | 17%
CCCCCCCNC(=O)C1(CC2CC(c3ccccc3)=NO2)CCN(C(=O)c2ccccc2)CC1 (configuration not stated) | -3% | 1.9% | 15% | 8% | 2%
Cc1c(NC(=O)C2CCCN2C(=O)c2cccs2)c(=O)n(-c2ccccc2)n1C (configuration not stated) | 5% | 1.7% | -6% | 0% | 2%
COC(=O)CSc1nc(COc2ccccc2)nc2ccccc12 | -2% | 1.2% | 13% | -6% | -3%
Cc1ccc(C(=O)c2c3ccc(N)cc3nn2CCC(N)=O)cc1 | -15% | 7.0% | 10% | 3% | 2%
O=c1[nH]c2ccccc2nc1CCc1ccccc1 | -2% | 0.5% | 5% | 14% | 2%
COc1ccc(S(=O)(=O)N(C)c2ccc(C(=O)NCc3ccncc3)cc2)cc1 | 4% | 1.3% | 7% | -5% | 1%
CCOc1ccccc1CNC(=O)C1CCN(C(=O)N2CC(C)Oc3ccc(C)cc32)CC1 (configuration not stated) | 21% | 9.8% | 26% | -3% | 8%
COc1cc(C(=O)N/C(=C\c2cn(C)c3ccccc23)C(=O)NCCCO)cc(OC)c1OC | 4% | 0.9% | -1% | 11% | -2%
COC(=O)C(C)Oc1ccc(-c2nccc(-c3ccc(F)cc3)n2)cc1 (configuration not stated) | -8% | 0.3% | ? | -6% | ?
CC(C)(C)n1c(O)c2ccc(C(=O)N=NC(=O)c3ccccc3)cc2c1O | -4% | 2.1% | 3% | -13% | -4%
O=C(Nc1cc(C(=O)N2CCCC2)ccc1N1CCCC1)c1ccccc1 | -10% | 1.7% | 11% | -7% | 2%
Cc1cc(C)c2c(N)c3ccccc3nc2n1 | 5% | i | 60% | 77µM* | -7%
CCC(C)Nc1nc2c(c(=O)n(C)c(=O)n2C)n1Cc1ccc(F)cc1 (configuration not stated) | 5% | 11% | 9% | -9% | -2%
COc1cc(C(=O)NCC(=O)OCCN2C(=O)c3ccccc3C2=O)cc(OC)c1OC | 12% | 0.4% | 11% | -1% | 7%
Cc1ccc(SC[C@H](CC(C)C)N2CCN(C)CCC2=O)cc1 | 0% | 0.5% | . | . | .
CCSC1=C(C#N)C(c2cccc(O)c2)CC(=O)N1 (configuration not stated) | 7% | i | . | 2% | -5%
C=CCn1c(O)c(/C=N/N2CCCCC2c2cccnc2)c(=O)[nH]c1=S (configuration not stated) | -1% | 1.3% | -12% | -3% | 8%
COc1cc(C(=O)Nc2ccc(S(=O)(=O)N3CCCCC3C)cc2)cc(OC)c1OC (configuration not stated) | 5% | 0.9% | 22% | -2% | 4%
Cc1nnc(SCC(=O)Nc2ccc3c(c2)COC3=O)n1-c1ccccc1 | 3% | 0.1% | -11% | -7% | 2%
O=C1CCCN1CC(O)CS(=O)(=O)Cc1ccc(Cl)cc1Cl (configuration not stated) | -4% | 0.9% | -20% | -11% | 2%
CCCn1nc(C(=O)NNC(=O)Cc2ccc(S(=O)(=O)N3CCOCC3)s2)c2ccccc2c1=O | 2% | 5.4% | 2% | -9% | -6%
CN(C)C(=O)N1CCN(S(=O)(=O)c2ccc3ccccc3c2)CC1 | 3% | i | 2% | 1% | -2%
COc1nc(-c2ccccc2)ncc1S(=O)(=O)c1ccccc1 | -3% | i | 5% | 11% | -2%
O=C1C2C3C=CC(C4CC34)C2C(=O)N1/N=C/c1ccc(-c2ccc([N+](=O)[O-])cc2)o1 (configuration not stated) | -1% | 1.8% | 55% | -9% | 22%
O=C(OCC(=O)N1CCN(S(=O)(=O)c2ccc(Cl)cc2)CC1)C1CC1 | -9% | 2.0% | 9% | . | 9%
CC(=O)Nc1cccc(N/C(N)=N/c2nc(C)cc(C)n2)c1 | -8% | i | -9% | 0% | 9%
Cc1cc(C)c[n+](-c2nc3ccccc3nc2[N-]S(=O)(=O)c2cccs2)c1 | -5% | 0.4% | 4% | -6% | -14%
